Mcl1-Bid inh: Mcl-1/Bid binding inhibitors, primary screen, biochemical, TR-FRET, 1536-well; 0.97% of 220,000 active; Induced myeloid leukemia cell differentiation protein Mcl-1 (Homo sapiens), Q07820; inhibition, % at 21.7 µM; TR-FRET Mcl-1/Bid-Dy647 peptide binding; AID 1021, 2008;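 active means compounds that cut the binding signal by more than half at the single screening dose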;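 further: His-tagged Mcl-1 with europium anti-His antibody binding Bid BH3 peptide; 0% = Mcl-1 plus peptide wells and 100% = peptide-only wells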
Target sequence (Q07820 whole entry, looked up): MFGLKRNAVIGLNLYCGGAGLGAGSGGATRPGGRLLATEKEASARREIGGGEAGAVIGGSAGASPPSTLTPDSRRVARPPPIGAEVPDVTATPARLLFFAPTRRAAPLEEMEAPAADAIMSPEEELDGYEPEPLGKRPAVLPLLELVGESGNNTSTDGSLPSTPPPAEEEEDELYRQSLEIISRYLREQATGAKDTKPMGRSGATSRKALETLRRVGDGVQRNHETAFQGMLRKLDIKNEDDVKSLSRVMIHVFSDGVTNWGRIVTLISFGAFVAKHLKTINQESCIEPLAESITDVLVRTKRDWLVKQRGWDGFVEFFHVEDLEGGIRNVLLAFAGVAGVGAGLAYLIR
Rab2 wt GTP: modulators of GTP binding to Rab2A wildtype, primary screen, biochemical, dog, bead-based flow cytometry, multiplex. GST-Rab2 wt beads, Bodipy-GTP binding. GTP binding activity, % at 10 µM. 0.19% of 190,000 active;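 active means GTP binding activity at least 20 points away from 100%, either lowered or raised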;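 further: 0% = beads with excess unlabeled GTP and 100% = no-compound control corrected for plate trend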
Cdc42 wt: modulators of GTP binding to wildtype Cdc42, primary screen, biochemical, multiplex bead flow cytometry, Bodipy-GTP; Cell division control protein 42 homolog (Homo sapiens), P60953; GST-Cdc42 beads; actives lie on both sides; percent activity (GTP binding), % at 10 µM; 0.2% of 190,000 active; AID 761, 2007;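 active means percent activity GTP binding at least 20 points away from the 100% baseline, either down as inhibitor or up as activator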;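 further: median bead fluorescence of bound Bodipy-FL-GTP at 100 nM; 0% = excess unlabeled GTP control and 100% = no compound control; below 100% means less GTP binding so inhibitor and above means activator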
Target sequence (P60953 whole entry, looked up): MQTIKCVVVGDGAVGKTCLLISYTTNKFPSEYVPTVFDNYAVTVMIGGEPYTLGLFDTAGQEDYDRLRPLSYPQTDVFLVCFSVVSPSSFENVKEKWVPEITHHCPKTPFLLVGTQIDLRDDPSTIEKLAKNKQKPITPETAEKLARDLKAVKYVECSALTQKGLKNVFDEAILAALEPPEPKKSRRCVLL
Mcl1 Noxa PPI: Mcl-1/Noxa binding inhibitors, primary screen, biochemical, TR-FRET, 1536-well; 1.5% of 220,000 active; inhibition, % at 21.7 µM; Induced myeloid leukemia cell differentiation protein Mcl-1 (Homo sapiens), Q07820; TR-FRET Mcl-1/Noxa peptide binding, 2 h; AID 1022, 2008;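 active means compounds that cut the protein-peptide binding signal by more than 50% relative to plate controls in a single-dose test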;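 further: His-tagged Mcl-1 with rhodamine Noxa BH3 peptide and terbium anti-His antibody; 0% = Mcl-1 plus Noxa peptide wells and 100% = peptide-only wells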
RGS8-Gao: RGS8-Galphao binding modulators, primary screen, biochemical, multiplexed bead flow cytometry | response (percent of control binding), % at 10 µM | 0.34% of 220,000 active | actives lie on both sides; in the data active means response below about 60% or above about 140%; inactive means in between;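 further: Galphao activated as the GDP aluminium fluoride complex binding bead-coupled RGS8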
Rac1 wt GTP bind: wildtype Rac1 GTP binding modulators, primary screen, biochemical, GST-Rac1 beads, flow cytometry, multiplex | Ras-related C3 botulinum toxin substrate 1 (Homo sapiens), P63000 | GTP binding activity (% of control), % at 10 µM | fluorescent GTP binding; actives lie on both sides; 0 = cold GTP competed, 100 = untreated | 0.27% of 190,000 active;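 active means GTP binding activity at least 20 points away from the 100% control level, either lower or higher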
Rac1 act GTP bind: GTP binding modulators of activated mutant Rac1, primary screen, biochemical, bead-based flow cytometry, multiplex, fluorescent GTP; Ras-related C3 botulinum toxin substrate 1 (Homo sapiens), P63000; GST-Rac1 activated beads; actives lie on both sides; 100% means binding = to untreated wells; percent activity (GTP binding), % at 10 µM; 0.11% of 190,000 active;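 active means GTP binding at least 20 percentage points away from the 100% baseline, in either direction, so actives lie on both sides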
Pf gamet viab: late stage P. falciparum gametocyte viability inhibitors, primary screen, ATP luminescence, HTS. P. falciparum stage V gametocytes, 24 h. inhibition, % at 10.9 µM. 0.065% of 150,000 active. AID 743093, 2013;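 active means inhibition above the mean plus 3 SD of compounds within the control limits, set per campaign, cut at about 38% in these data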;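 further: 0% = DMSO wells and 100% = medium only without gametocytes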
HRas wt GTP bind: modulators of GTP binding to HRas wildtype, primary screen, biochemical, bead-based flow cytometry, multiplex | GTPase HRas (Homo sapiens), P01112 | GST-Ras wt beads, Bodipy-FL-GTP binding; actives lie on both sides | GTP binding activity, % at 10 µM | 0.14% of 190,000 active | AID 759, 2007;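 active means GTP binding activity at least 20% away from the 100% baseline, either lowered as inhibitor or raised as activator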;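 further: 0% = unlabeled GTP competition control and 100% = no-compound control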
Target sequence (P01112 whole entry, looked up): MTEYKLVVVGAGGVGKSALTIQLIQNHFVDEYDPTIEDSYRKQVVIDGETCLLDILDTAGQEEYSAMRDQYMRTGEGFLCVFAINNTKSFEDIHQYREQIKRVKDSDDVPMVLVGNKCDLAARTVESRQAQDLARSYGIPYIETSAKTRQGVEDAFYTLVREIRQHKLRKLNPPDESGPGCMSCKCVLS
Rab7 wt modul: modulators of GTP binding to Rab7, primary screen, biochemical, wildtype, multiplex bead flow cytometry. Rab7 GTPase wild type (dog), Bodipy-FL-GTP binding. GST-Rab7 beads, fluorescent GTP binding; actives lie on both sides; untreated = 100%, excess cold GTP = 0%. GTP binding activity (percent of control), % at 10 µM. 0.055% of 190,000 active. AID 758, 2007;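 active means fluorescent GTP binding to Rab7 beads changed by at least 20 points from the 100% baseline, either direction, mostly lower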;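 further: median green fluorescence of bound Bodipy-FL-GTP per Rab7 bead population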
Mcl-1 Bim block: inhibitors of Bim peptide binding to Mcl-1, primary screen, biochemical, bead-based flow cytometry, multiplex; 0.1% of 190,000 active; Bim peptide-Mcl-1 binding; inhibition, % at 10 µM; in the data active means inhibition above about 40%;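 further: 0% = no compound tracer wells and 100% = peptide blocker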
* hit, by the source's call; / = no result given.

SMILES	Mcl1-Bid inh	Rab2 wt GTP	Cdc42 wt	Mcl1 Noxa PPI	RGS8-Gao	Rac1 wt GTP bind	Rac1 act GTP bind	Pf gamet viab	HRas wt GTP bind	Rab7 wt modul	Mcl-1 Bim block
CCOCCOC(=O)c1[nH]c2c(c1C)C(=O)CC(c1cccs1)C2 (stereo unspecified)	-5	96	93	2	99	99	96	-2	97	100	1
CN1CCN(CC#CC2(O)CCCCC2)CC1	-19	105	102	18	102	103	101	9	104	103	-3
Cc1ccccc1NC(=S)N(CCN(C)C)C(C)c1cccnc1 (stereo unspecified)	-19	99	97	2	101	100	95	6	97	97	0
COc1ccccc1C(=O)C1Nc2ccccc2-c2nnc(SC)nc2O1 (stereo unspecified)	-5	101	102	4	99	103	100	16	101	98	0
NC(=O)c1cccc2cc3ccccc3cc12	-40	97	97	12	100	100	97	/	97	104	0
O=C(NCCCN1CCOCC1)C1CCC(=O)N1CCc1ccccc1 (stereo unspecified)	-12	101	102	-1	104	103	99	/	100	98	-2
O=C(NC(=S)Nc1cnc2ccccc2c1)c1ccccc1	-13	96	96	21	101	98	90	0	93	99	-2
O=C(NCc1ccccc1Br)c1ccco1	11	102	102	-17	101	108	99	/	101	102	-1
Cc1nc2ccc(NC(=O)c3cc(S(=O)(=O)N4CCOCC4)ccc3C)cc2s1	-11	97	97	8	103	100	98	/	95	95	-2
CCOC(=O)N/N=C(\c1ccccc1)C(O)c1ccccc1 (stereo unspecified)	-53	102	103	17	106	98	99	2	98	98	0
CN1CCN(C2=Cc3ccccc3Sc3cc(F)c(F)cc32)CC1	24	101	104	25	76	104	99	/	101	101	0
CCOc1ccc(NS(=O)(=O)c2cc(Cl)ccc2OC)cc1	-10	99	103	7	99	105	100	/	101	98	3
N=c1n(CCOc2ccccc2)c2ccccc2n1CCN1CCOCC1	-7	103	107	3	94	107	101	13	103	103	-4
COC(=O)c1ccccc1NC(=O)Cc1ccccc1OC	-1	97	98	2	90	100	97	5	100	98	-5
CC(Sc1nc(-c2ccccc2)cc(C(F)(F)F)n1)C(=O)N1CCCC1 (stereo unspecified)	10	102	105	6	96	107	98	/	100	99	0
CCOC(=O)N1CCN(c2c(NCCCN(C)c3ccccc3)c(=O)c2=O)CC1	-40	101	102	8	101	102	99	/	103	102	1
O=C(Nc1ccc(CN2CCOCC2)cc1)c1cccs1	-11	92	96	/	100	91	91	-5	95	91	-4
CCCCCn1c(=O)[nH]c2cc(C(=O)NCCCN3CCC(C)CC3)ccc2c1=O	3	105	105	-12	106	103	100	/	104	101	-4
O=C1C=C(c2ccccc2)OC2(CCCC2)O1	-17	100	101	5	100	108	101	-24	102	99	0
CCCOC(=O)c1ccc(NC(=O)/C=C/c2cccs2)cc1	-1	97	98	-8	102	101	98	24	97	99	-1
Cc1cc(C)c2c(C)nn(-c3ccccc3)c2n1	-38	100	110	1	95	115	106	/	105	98	0
COC(=O)CCC(=O)NC(=S)Nc1sc(C)c(C)c1C(N)=O	-42	99	100	18	104	102	101	16	99	97	-3
C=CCNC(=O)c1ccc(-c2ccc([N+](=O)[O-])cc2)o1	21	100	104	20	96	105	101	14	102	99	-1
Cc1ccc(C(=O)N2CCN(C3c4cccc5cccc(c45)C3NS(=O)(=O)c3ccccc3)CC2)cc1 (stereo unspecified)	-10	100	95	6	103	95	96	/	99	96	-1
CCCc1cc(=O)oc2cc(OCc3nn[nH]n3)ccc12	-23	94	94	-8	103	95	95	8	96	97	0
O=C(/C=C/c1ccccc1)N/C(=C\c1ccco1)C(=O)O	-65	101	98	12	105	99	94	-11	99	108	0
CC(=O)C1C(c2ccc3ncccc3c2)NC(=O)NC1(O)C(F)(F)F (stereo unspecified)	-5	101	107	16	99	109	102	/	103	100	-4
CC1(C)CN=c2s/c(=C\c3ccc(Cl)cc3)c(=O)n2C1	3	102	103	24	100	105	94	2	98	101	-2
CC(c1nnnn1C1CCCCC1)N(Cc1ccccc1)Cc1cccnc1 (stereo unspecified)	17	99	99	-4	120	103	98	/	100	101	-4
CCOC(=O)C1(Cc2ccccc2C(F)(F)F)CCN(C2CCN(C(C)C)CC2)CC1	-8	97	99	6	97	101	98	4	99	97	0
CN(C(=S)Nc1ccc(Oc2ccccc2)cc1)c1ccc(O)cc1	-90	101	99	1	119	100	101	-5	101	107	0
CCC(C)(NC(=O)Cc1c[nH]c2ccccc12)C(=O)NC1CCCCC1 (stereo unspecified)	-6	98	102	-5	100	101	100	11	100	98	-4
Cc1ccc(-c2cc(C(=O)N/N=C/C=C/c3ccccc3)n[nH]2)s1	-13	98	101	-3	113	104	98	6	100	97	2
CC1CC(=O)N(CC(=O)Nc2ccc3c(c2)OCCO3)c2ccccc2S1 (stereo unspecified)	6	102	106	1	99	110	100	/	104	100	-3
CCOC(=O)C1=C(C)NC2(O)c3ccccc3C(=O)C12O (stereo unspecified)	-19	104	107	-3	99	107	101	/	100	98	10
Cc1cc([N+](=O)[O-])nn1CC(=O)NCc1cccs1	-2	95	94	9	106	93	92	/	98	99	-2
CN(C)S(=O)(=O)c1ccc(NC(=O)CNc2cc(S(=O)(=O)N3CCCC3)ccc2OCC(F)(F)F)cc1	-19	99	96	31	103	101	98	-12	99	99	-1
CCC1CCCCN1C(=S)NCc1ccccc1 (stereo unspecified)	-58	99	100	-9	100	102	99	-13	97	99	-1
CC1(C)CC(NC(=O)CSc2ccccc2)CC(C)(C)N1	-22	95	95	-3	103	101	95	-4	96	94	-4
COc1ccc(S(=O)(=O)CCC(=O)NC2CCCCC2)cc1	-29	103	104	-1	99	108	100	-14	102	104	0
O=Cc1cn[nH]c1-c1cccc([N+](=O)[O-])c1	-4	99	99	4	103	95	95	7	99	105	0
O=C(CN1CCN(Cc2ccccc2)CC1)Nc1ccc(S(=O)(=O)N2CCOCC2)cc1	-42	103	105	15	107	110	101	-24	102	97	0
COc1ccc(-c2cc(C(F)(F)F)n3nc(C(=O)N4CCOCC4)c(Cl)c3n2)cc1	-15	105	104	3	95	108	102	2	101	103	0
CN(CCn1ccnc1)Cc1cn(-c2ccccc2)nc1-c1ccc2c(c1)OCO2	-22	96	97	2	100	96	97	-10	96	93	-1
Cc1cc([N+](=O)[O-])nn1CC(=O)N1CCCc2ccccc21	0	101	98	10	100	104	97	/	100	102	-1
O=c1[nH]c2cccnc2n1Cc1ccccc1	13	90	96	-6	108	91	90	/	93	94	-2
Cc1cc(OCc2cn3cccnc3n2)ccc1Cl	-29	99	103	27	95	102	100	-2	101	96	1
CC1(C)C2CCC1(C)C(OC(=O)c1ccc(O)cc1)C2 (stereo unspecified)	10	96	93	-9	98	96	95	/	95	97	-1
Brc1ccc(C2=CC(c3ccco3)n3ncnc3N2)cc1 (stereo unspecified)	-10	101	102	23	100	109	98	/	99	101	-3
O=C(Nc1nc2c(s1)CCCC2=O)c1cnccn1	4	99	105	5	102	107	100	-19	102	102	-4
CCOc1ccc(CCNC(=O)CCc2nc(-c3ccc(C)cc3)no2)cc1OCC	-5	101	103	19	102	108	98	-3	102	103	-4
CC(=O)Nc1ccc(N2CCc3c(C)c(C#N)c4nc5ccccc5n4c32)cc1	-39	99	103	16	102	104	103	/	102	99	-3
O=C(NC(=S)Nc1ccc(N2CCOCC2)cc1)c1ccccc1	-41	96	98	11	105	98	95	8	94	98	0
CC(=O)Nc1ccc(S(=O)(=O)N[C@@H](C)C(=O)OCc2ccc(Cl)cc2)cc1	1	104	103	7	100	105	103	5	102	99	-2
O=C(c1ccc(N2CCOCC2)cc1[N+](=O)[O-])N1CCOCC1	-35	100	99	7	102	97	95	12	99	102	2
Cc1ccc(S(=O)(=O)N/N=C/c2cc([N+](=O)[O-])ccc2O)cc1[N+](=O)[O-]	-33	92	87	-4	104	95	92	/	93	92	0
COc1ccc(C(OC(=O)c2ccco2)C(=O)NC(C)(C)C)cc1 (stereo unspecified)	-25	99	97	1	100	96	95	-15	99	102	4
CCC(=O)c1ccc(CCCCCC(=O)O)s1	-41	101	106	29	107	102	102	-6	100	86	-1
O=C(COC(=O)CCCN=C1NS(=O)(=O)c2ccccc21)NC(=O)NC1CCCC1	-20	102	97	12	101	101	93	20	101	111	102*
CCN(CC)CCNC(=O)c1cc(-c2ccco2)nc2ccccc12	26	99	101	35	99	102	97	15	99	97	0
The listing continues:
SMILES	Mcl1-Bid inh	Rab2 wt GTP	Cdc42 wt	Mcl1 Noxa PPI	RGS8-Gao	Rac1 wt GTP bind	Rac1 act GTP bind	Pf gamet viab	HRas wt GTP bind	Rab7 wt modul	Mcl-1 Bim block
COc1ccc(S(=O)(=O)CC2(O)CCN(C(=O)C(C)(C)C)CC2)cc1	-16	96	96	3	109	98	96	19	96	94	0
Cc1ccc(N(CC(=O)N2CCn3c2nc2ccccc23)S(=O)(=O)c2c(C)n[nH]c2C)cc1	-13	102	102	15	99	103	103	-11	99	98	-7
O=C(Cn1cnc2c(nnn2Cc2ccccc2F)c1=O)OCc1ccccc1	-2	100	99	11	101	103	97	/	101	105	-10
O=C(c1cccc(Br)c1)c1cn(-c2ccccc2)nc1C(=O)c1ccccc1	-24	100	102	-4	72	103	96	4	100	98	0
O=C(c1cccs1)N1CCN(C(=O)C2CCCO2)CC1 (stereo unspecified)	-2	98	104	3	102	106	101	18	100	100	-5

Part of the list above in order of length of the SMILES, lowest first.
SMILES	Mcl1-Bid inh	Rab2 wt GTP	Cdc42 wt	Mcl1 Noxa PPI	RGS8-Gao	Rac1 wt GTP bind	Rac1 act GTP bind	Pf gamet viab	HRas wt GTP bind	Rab7 wt modul	Mcl-1 Bim block
O=C(c1cccs1)N1CCN(C(=O)C2CCCO2)CC1 (stereo unspecified)	-2	98	104	3	102	106	101	18	100	100	-5
CCN(CC)CCNC(=O)c1cc(-c2ccco2)nc2ccccc12	26	99	101	35	99	102	97	15	99	97	0
COc1ccc(S(=O)(=O)CC2(O)CCN(C(=O)C(C)(C)C)CC2)cc1	-16	96	96	3	109	98	96	19	96	94	0
Cc1ccc(N(CC(=O)N2CCn3c2nc2ccccc23)S(=O)(=O)c2c(C)n[nH]c2C)cc1	-13	102	102	15	99	103	103	-11	99	98	-7

Screening data: PubChem, several laboratories
